Bioassay records deposited in PubChem by National Center for Advancing Translational Sciences (NCATS).
uPA surface inh: cell surface uPA generation inhibition | hit rate 0.31% among 330,000 | Potency, µM (doses to about 38.3 µM), inactives show at the top dose activity change, negative = inhibition, most hits filed as inhibitors | cell surface uPA generation assay, qHTS; active = well fitted inhibition curve with a large enough effect; inconclusive = small, poorly fitted or top-dose-only effect; inactive = no such curve, though single readings can be large or run the other way; tested in mouse RAW 264.7 cells; note: % is set by controls: 0 for no effect and ±100 for the full control effect; nearly all actives have a fitted effect of over 55% in size
Rab9 promoter act: activates the Rab9 promoter | Huh7 Rab9 promoter-luciferase reporter, luminescence, 24 h | Potency, µM (titrated, usually from 9.22 µM), inactives show at the highest dose activation, negative = inhibition, usual class: activators | hit rate 2.8% among 320,000 | AID 485297; note: % of control where 0% means no effect; nearly all actives have a fitted effect of over 60% in size
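Huh7 reporter line, Rab9 promoter upstream of luciferase. Compound exposure 24 h at 37 °C in reduced-serum medium with 10% FBS. Read-out: luminescence.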
p53 reactivation: restores transcriptional activity of mutant p53; hit rate 0.063% among 320,000; Potency, µM (series often up to 92.2 µM), for the others: at the highest dose activity change, positive = activation, usual class: activators; H1299 p53-A138V BP100-luciferase reporter, luminescence, 24 h; AID 504706; note: % of control where 0% means no effect; nearly all actives have a fitted effect of over 45% in size
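p53-null H1299 cells stably carrying temperature-sensitive p53-A138V and a BP100-luciferase reporter were pinned with compounds (4-point, 1:5 series) and held 24 hrs at 37 deg C. Luminescence was read 10 min after detection reagent.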
MBNL1-CUG inh: inhibitors of human MBNL1 binding to CUG repeat RNA; AID 2675; TR-FRET MBNL1-His/biotin-(CUG)12 binding, 665/545 ratio; Q9NR56; Potency, µM (titrated, usually from 57.5 µM), without a hit: at the top dose activity change, negative = inhibition, usual class: inhibitors; hit rate 0.036% among 280,000; active = well fitted inhibition curve with a large enough effect in the signal ratio, with a control signal flat, not every such curve was filed as active; inconclusive = small, poorly fitted or top-dose-only effect, or effect the other way, or a change in a side signal; inactive = no such curve, though single readings can be large or run the other way; the % refers to the signal ratio; note: % is set by controls: 0 for no effect and ±100 for the full control effect
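His-tagged MBNL1 binding to biotinylated (CUG)12 RNA was measured by TR-FRET using terbium anti-His antibody (0.055 ng/ul final) and streptavidin-XL665 (5 nM final). Compounds were titrated 92 nM to 58 uM; 60 min at room temperature.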
ELG1 genotox: induces genotoxicity in HEK293T cells with luciferase-tagged ELG1; HEK293T ELG1-luciferase reporter, luminescence, 16 h; Potency, µM (titrated, usually from 46 µM), for the others: top-dose activity change, positive = activation, most hits filed as activators; hit rate 1.3% among 330,000; note: % of control where 0% means no effect; nearly all actives have a fitted effect of over 60% in size
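Screening used a luciferase reporter fused to human ELG1 in HEK293T cells. Luminescence was read on a CCD plate imager after 16 hr exposure and 30 min ONE-Glo incubation.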
BRCA1 expr act: BRCA1 expression activation; Potency, µM (top dose mostly 46.1 µM), for inactives: top-dose activation, usual class: activators; MCF7-BRCA1-FFLuc reporter, luminescence, 48 h; response scale: scaled: vehicle 0%, 10 µM genistein 100%; hit rate 1.1% among 380,000; note: nearly all actives have a fitted effect of over 80% in size; some results filed as inactive show a strong effect at the top dose
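Luminescence from a BRCA1-driven firefly luciferase in MCF7 cells was read after 48 h compound exposure at 37 C. Data normalized against DMSO and a 10microM genistein activation control, then curve-fitted across the titration.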
RORgamma inh: inhibitors of mouse ROR gamma transcriptional activity. Drosophila S2 Gal4-RORgamma UAS-luciferase reporter, 20 h. P51450. Potency, µM (series often up to 53.6 µM), for inactives: at the highest dose activity change, negative = inhibition, most hits filed as inhibitors. hit rate 5.4% among 310,000; note: % is set by controls: 0 for no effect and ±100 for the full control effect; nearly all actives have a fitted effect of over 60% in size
Target sequence (P51450 whole entry, looked up, the tested form may be a part): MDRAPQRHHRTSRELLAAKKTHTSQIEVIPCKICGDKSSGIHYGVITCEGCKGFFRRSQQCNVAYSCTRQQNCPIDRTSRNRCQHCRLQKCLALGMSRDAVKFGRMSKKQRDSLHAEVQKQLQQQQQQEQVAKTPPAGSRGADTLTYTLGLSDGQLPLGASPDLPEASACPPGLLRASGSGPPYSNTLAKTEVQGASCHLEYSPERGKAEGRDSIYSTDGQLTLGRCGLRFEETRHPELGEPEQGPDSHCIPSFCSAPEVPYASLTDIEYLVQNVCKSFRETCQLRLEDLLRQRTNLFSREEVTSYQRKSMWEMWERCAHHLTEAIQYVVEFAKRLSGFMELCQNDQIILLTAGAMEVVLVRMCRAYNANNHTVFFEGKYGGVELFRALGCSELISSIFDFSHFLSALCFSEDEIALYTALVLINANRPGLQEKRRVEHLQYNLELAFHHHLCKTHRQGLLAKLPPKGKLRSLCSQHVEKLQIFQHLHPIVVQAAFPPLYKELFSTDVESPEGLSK
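A Gal4/UAS one-hybrid system in insect cells: metallothionein-promoter Gal4–ROR gamma fusion plus Photinus luciferase reporter. Copper sulfate 700 uM final, 20 hr ambient incubation, luminescent detection after 10 min with reagent.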
FLuc modulator: counter-screen for miR-21 project: firefly luciferase inhibitors or activators; purified FLuc, Km substrates, luminescence inhibition; P08659; AID 588342; Potency, µM (series often up to 57.5 µM), for inactives: at the highest dose activity change, negative = inhibition, actives largely listed as inhibitors; hit rate 6.9% among 360,000;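 note: plate controls were vehicle for no effect and reference inhibitor for full effect; nearly all actives have a fitted effect of over 55% in size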
Target sequence (P08659 whole entry, looked up): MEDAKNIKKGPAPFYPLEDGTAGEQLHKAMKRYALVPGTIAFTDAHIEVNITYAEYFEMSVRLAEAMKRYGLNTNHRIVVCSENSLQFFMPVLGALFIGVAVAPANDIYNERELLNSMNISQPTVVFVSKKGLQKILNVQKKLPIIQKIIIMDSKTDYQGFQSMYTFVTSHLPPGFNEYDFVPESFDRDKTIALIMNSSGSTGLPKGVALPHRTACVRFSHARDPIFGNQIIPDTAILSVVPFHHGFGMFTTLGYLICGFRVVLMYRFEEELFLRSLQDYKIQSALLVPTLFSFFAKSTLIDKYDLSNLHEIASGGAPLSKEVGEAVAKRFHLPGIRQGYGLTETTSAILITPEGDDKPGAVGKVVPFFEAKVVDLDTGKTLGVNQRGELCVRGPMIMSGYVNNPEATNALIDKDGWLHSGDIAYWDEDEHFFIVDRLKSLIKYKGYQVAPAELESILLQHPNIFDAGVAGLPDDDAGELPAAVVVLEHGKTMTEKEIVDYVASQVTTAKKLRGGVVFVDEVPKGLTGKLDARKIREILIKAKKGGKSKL
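Purified P. pyralis luciferase, 10 nM final, with Km-level 10 uM D-luciferin and 10 uM ATP in 50 mM Tris acetate pH 7.5, 10 mM Mg acetate, 0.01% Tween-20, 0.05% BSA; 6-point qHTS titration about 60 µM downward; luminescence read.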
VP16 counter: Gal4-VP16 reporter inhibition counter-screen. Drosophila S2 Gal4-VP16 UAS-luciferase, luminescence, 20 h. Potency, µM (top dose mostly 53.6 µM), for inactives: at the top dose activity, negative = inhibition, actives largely listed as inhibitors. hit rate 3.5% among 310,000;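 note: Gal4-VP16 expression switched on by copper sulfate through the metallothionein promoter; % is set by controls: 0 for no effect and ±100 for the full control effect; nearly all actives have a fitted effect of over 50% in size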
NPC1 promoter act: activates the NPC1 promoter | Huh7 NPC1 promoter luciferase reporter, 24 h | Potency, µM (series often up to 9.22 µM), without a hit: at the highest dose activation, hits mostly activators | hit rate 2.4% among 320,000;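 note: % of control where 0% means no effect; nearly all actives have a fitted effect of over 60% in size; reporter is driven by a mutant NPC1 promoter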
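Luminescence read-out of NPC1 promoter-driven luciferase in stably transfected Huh7 cells; compounds delivered in DMSO and left 24 h at 37C, 5% CO2, qHTS titration format.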
Numbers without * were called inactive; ? = inconclusive; nt = no result given; [ ] = another dose, or the depositor's remark. Unless noted, calls come from the whole dose curve; as a rule, active = well fitted curve in the direction sought with a large enough effect; inconclusive = small, poorly fitted or top-dose-only effect, or another doubt; inactive = no such curve, though single readings can be large; an effect the other way counts as inactive or inconclusive. Potency is the fitted concentration of half-maximal effect. Hits appear at their usual frequency; any-hit rate near 13%.

SMILES	uPA surface inh	Rab9 promoter act	p53 reactivation	MBNL1-CUG inh	ELG1 genotox	BRCA1 expr act	RORgamma inh	FLuc modulator	VP16 counter	NPC1 promoter act
CCCCn1c(N)c(N(CCOC)C(=O)CSc2nnc(-c3ccc(C(C)(C)C)cc3)n2N)c(=O)[nH]c1=O	-1%	0%	8%	nt	-2%	5%	nt	?	nt	-2%
Cc1nnc2sc(SCc3cccc(Cl)c3)nn2c1=O	-14%	2%	-3%	2%	2%	18%	7%	0%	29%	-2%
Nc1cc(OC(=O)c2cccs2)nn1S(=O)(=O)c1ccccc1	4%	-3%	-3%	-4%	1%	0%	7%	-16%	-6%	-3%
COc1ccc(S(=O)(=O)N2CCOC2CNC(=O)C(=O)NCc2ccc(F)cc2)cc1OC (stereo not drawn)	5%	0%	2%	-7%	-1%	-4%	-15%	2%	0%	-5%
O=C(COC(=O)CCC(=O)c1ccc(Cl)cc1)NCc1ccco1	0%	9%	4%	-2%	-2%	2%	?	-14%	-3%	1%
CN(Cc1ccon1)Cc1cn(Cc2ccccc2)nc1-c1ccc2c(c1)OCO2	21%	0%	-1%	-6%	-9%	1%	20%	-1%	-15%	6%
CCCCNC(=O)c1onc(CSc2ccc(F)c(F)c2)c1C(=O)O	-1%	-7%	-5%	-1%	-3%	0%	13%	-18%	3%	-5%
Cc1c(NC(=O)CSc2ccc(Cl)cc2)cccc1-c1nc2ncccc2o1	-4%	5%	-14%	12%	-6%	-2%	-27%	-3%	-10%	-6%
COc1ccc(O[C@H]2C=C[C@@H](c3ccccc3)O[C@@H]2COC(=O)CC/C(C)=N/OC[C@@H](O)[C@H]2O[C@@H]3OC(C)(C)O[C@@H]3[C@H]2O)cc1	nt	5%	0%	13%	-3%	nt	?	0%	-1%	-6%
CC(C)(C)N(Cc1ccccc1)C(=O)COC(=O)c1ccc2ccccc2n1	-1%	nt	0%	nt	-1%	1%	nt	nt	nt	nt
CSC1=NCCN1S(=O)(=O)c1ccc2ccccc2c1	-14%	0%	0%	6%	-2%	31%	5%	?	1%	1%
CCC(C)(C)C1CCc2[nH]nc(C(=O)NCCCNC(=O)OC(C)(C)C)c2C1 (stereo not drawn)	2%	-1%	7%	nt	-9%	-36%	nt	2%	nt	-3%
COC(=O)c1cc2n(n1)CCN(Cc1cccc(OC)c1)C2=O	5%	2%	11%	nt	-14%	-3%	-4%	3%	8%	-2%
CCCNC(=O)c1ccccc1NC(=O)c1ccc(CSc2ccccc2)cc1	6%	-2%	16%	14%	3%	-13%	-6%	?	-4%[0.365 µM]	0%
O=C(COC(=O)c1c[nH]c2ccccc12)NC1CCCC1	3%	-4%	12%	nt	1%	7%	nt	?	nt	12%
COc1cccc(NS(=O)(=O)c2ccc3c(c2)CC(=O)N3)c1	4%	-2%	4%	nt	1%	-2%	nt	3%	nt	0%
CN(CC(=O)Nc1ccccc1Cl)C(=O)COC(=O)c1ccc(Cl)nc1	2%	-3%	3%	nt	1%	4%	nt	1%	nt	-3%
CC1CCCC(C)N1C(=O)COC(=O)c1ccc(O)cc1 (stereo not drawn)	2%	7%	4%	-6%	3%	7%	21%	-7%	-9%	5%
COc1ccc(N/C(N)=N/c2nc(CSc3ccc(C)cc3)cc(=O)[nH]2)cc1	4%	-8%	1%	1%	1%	0%	7%[10 µM]	-1%	2%	-1%
Cc1cc(=O)oc2cc(NC(=O)COc3ccccc3[N+](=O)[O-])ccc12	16%	2%	5%	nt	0%	16%	nt	4%	nt	-4%
O=S(=O)(c1ccc(Oc2ccc(Br)cc2)cc1)N1CCOCC1	2%	-19%	2%	-4%	-5%	-25%	?	6%	?	-7%
COc1cccc(NC(=O)COC(=O)C2CC2)c1	-5%	nt	9%	nt	6%	2%	nt	nt	nt	nt
CC(C)S(=O)(=O)c1cnc(-c2ccccn2)nc1N	4%	19%	13%	nt	1%	64%	-15%	?	-5%	5%
O=C(CN1CCOCC1)Nc1ccc(Oc2ccccc2)cc1	-4%	3%	3%	-7%	1%	22%	3%	-11%	13%	6%
O=C(CCN1CCN(CCO)CC1)Nc1ccc(OCc2ccccc2)cc1	1%	nt	nt	-1%	nt	12%	1%	-6%	-1%	nt
COc1ccc(NC(=O)CSc2nc(C)cc(C(F)(F)F)n2)cc1	1%	-1%	-14%	7%	0%	-13%	31%	-1%	2%	-1%
Cn1c(CN2CCOCC2)nc2cc(NC(=O)COc3ccccc3)ccc21	-7%	-15%	-3%	4%	-7%	-16%	-20%	3%	22%	-7%
Cc1ccc(-c2csc(=Nc3cccnc3)n2CCCN2CCCC2=O)cc1C	-2%	-6%	-12%	-18%	0%	-15%	?	-1%	-23%	0%
COc1ccc(NS(=O)(=O)c2cc(NC(=O)c3ccccc3F)ccc2N2CCCC2)cc1	3%	-4%	-1%	5%	-3%	-25%	22%	0%	6%	1%
O=S(=O)(c1ccc(OCC(O)CN2CCN(c3ccccc3O)CC2)cc1)N1CCOCC1 (stereo not drawn)	5%	-8%	4%	1%	-10%	-34%	-10%[10 µM]	8%	-2%	-3%
Cc1cccc(NC(=O)c2ccccc2[N+](=O)[O-])n1	2%	-4%	11%	?	-1%	-8%	-33%	-1%	-6%	-2%
COc1ccc(CN2CCCCC2c2cccnc2)c(OC)c1C (stereo not drawn)	1%	0%	1%	-7%	3%	-2%	-17%	-2%	2%	-1%
Cc1ccc(C)c(NC(=O)CN(C)C(=O)CN2C(=O)NC3(CCc4ccccc43)C2=O)c1 (stereo not drawn)	-6%	9%	-13%	nt	3%	-5%	nt	nt	nt	0%
O=C(COC(=O)C1=NN(c2ccccc2)C(=O)CC1)NCc1ccccc1Cl	4%	1%	-7%	nt	2%	-6%	nt	nt	nt	-2%
O=C(c1ccc(F)cc1)n1ccc(-c2cnc(-c3ccccc3)s2)n1	2%	0.71µM*	23%	-3%	0.82µM*	?	37%	?	18%	1µM*
COC(=O)c1cn(CCC#N)nc1-c1ccc2ccccc2c1	-4%	4%	nt	?	11%	-26%	1%	4%	8%	-1%
CCCN1CNC(=S)N(c2ccc(C)cc2C)C1	5%	-4%	0%	nt	0%	11%	4µM*	-3%	?	1%
O=C(CSc1ccccc1F)NC(=O)NCc1ccco1	1%	0%	4%	-2%	0%	0%	16%	-6%	22%	6%
COCc1cc(C)nc(SCC(=O)Nc2ccc3c(c2)OCO3)c1C#N	10%	-4%	5%	12%	19%	62%	?	5%	-2%	1%
Cc1ccc(N(Cc2ccccc2F)S(C)(=O)=O)c(C)c1	2%	-1%	9%	-8%	-2%	-7%	-10%	-1%	-11%	-1%
CCCOc1ccc(/C=N/Nc2cc(N3CCOCC3)ncn2)c(O)c1	?	-45%[inhibitor]	9%	8%	18%	-77%	?	-5%	18µM*	-39%[inhibitor]
CCOC(=O)CNc1nc(Cl)nc(Nc2ccccc2)n1	2%	-3%	3%	1%	6%	16µM*	-7%	?	-11%	0%
O=C(Nc1nnc(COc2ccc(Br)cc2)s1)c1ccco1	1%	-1%	2%	-1%	-1%	50%	7%	-6%	4%	-1%
O=C(Cc1ncc(C(F)(F)F)cc1Cl)NCc1ccco1	-3%	-4%	5%	-3%	-2%	0%	14%	-2%	4%	0%
CC(=O)N/N=C(\C)c1cccc(NC(=O)c2cccs2)c1	2%	-2%	-19%	8%[11.5 µM]	-1%	-8%	-5%	?	-10%	-2%
COCc1cc(C)nc(N2CCc3ccccc32)c1C#N	-5%	nt	nt	14%	nt	0%	-27%	3%	9%	nt
C=C(C)C1CC=C(C)/C(=N/NC(=O)CNc2ccc(C)cc2C)C1 (stereo not drawn)	8%	-3%	-8%	-11%	-2%	-23%	3%	-2%	-9%	-4%
CCCCCCC(C)n1[nH]c(=O)c2c(C)cc(C)nc21 (stereo not drawn)	0%	-2%	4%	-12%	-5%	6%	?	-2%	-3%	-3%
CN1CCN(C(=O)CN(C)S(=O)(=O)c2ccc3ccccc3c2)CC1	-7%	-2%	0%	-2%	5%	-13%	0%	2%	-12%	-2%
COc1cccc(S(=O)(=O)Nc2ccc3sc(C)nc3c2)c1	1%	0%	-1%	-12%	-5%	-47%	16%	-11%	9%	-1%
O=C(Nc1ccncc1)Nc1cccc(Cl)c1	-22%	6%	5%	4%	-6%	69%	23%	?	-4%	16%
N#Cc1c(-c2ccc([N+](=O)[O-])cc2)nc2n(c1=O)CCS2	14%	3%	2%	?	-3%	0%	1%	-1%	-6%	-5%
[O-][n+]1onc2c1C(N1CCOCC1)CCC2N1CCOCC1 (stereo not drawn)	3%	0%	0%	-6%	0%	-3%	8%	-1%	-2%	16%
Nc1cccc2c1C(=O)N(C(=O)/C=C/c1cccc(F)c1)C2=O	-5%	-4%	8%	?	0%	-34%	?	21µM*	22µM*	-8%
CCn1c(SCC(=O)Nc2cccc(OC)c2)nc2c(c1=O)SCC2	10%	0%	-6%	nt	-1%	-10%	nt	4%	nt	0%
COc1ccc(C(=O)NC(=S)Nc2ccc(Cl)cn2)cc1OC	-2%	-1%	11%	10%	7%	-1%	7.9µM*	-5%	13µM*	1%
Cc1cc(C(=O)N2CCN(Cc3ccccc3)CC2)on1	3%	3%	-2%	-5%	-1%	-6%	15%	-1%	3%	-5%
